Screens as filed in PubChem.
TNF necrop inh – inhibitors of TNF-alpha triggered necroptosis, primary screen, cell-based, Jurkat FADD-/-, single concentration; AID 463075, 2010; activation (protection from cell death), % at 10 µM; hit rate 0.068% among 220,000; Jurkat FADD-/- TNF necroptosis rescue, ATP luminescence, 24 h; 0 = TNF only, 100 = no-TNF cells;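 active means activation, meaning protection from cell death, of at least 50% relative to plate controls; inactive means activation below 50%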;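 further: necroptosis triggered by 40 ng/mL TNF-alpha added together with compound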
PERK inhibitor – block of dimerizer-induced PERK translation repression, primary screen, PERK inhibitor project, CHO PERK-DD cells, SEAP luminescence, HTS. Eukaryotic translation initiation factor 2-alpha kinase 3 (Homo sapiens), Q9NZJ5. CHO PERK-DD fusion, SEAP luminescence translation reporter. inhibition, % at 5.6 µM. hit rate 0.17% among 220,000;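 active means inhibition above the mean inhibition of all tested compounds plus 3 SD, set separately per screening campaign, cut at about 2.9% in these data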;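 further: PERK kinase domain activated by AP20187 dimerizer at 100 nM; 0% = DMSO with dimerizer and 100% = rapamycin at 8.4 µM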
zVAD death inh – inhibitors of zVAD-triggered necroptosis, primary screen, L929 cells | hit rate 0.38% among 220,000 | viability rescue, % at 10 µM | L929 zVAD necroptosis rescue, ATP luminescence, 24 h; with zVAD 60 µM | AID 1377, 2008;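 active means activation, scaled between plate controls, above about 75%, limit read from the data; inactive means activation under that limit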;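 further: 0% = zVAD with DMSO and 100% = DMSO alone without zVAD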
Rad51 HR inh – human RAD51 strand exchange inhibitors, primary screen, biochemical, fluorescence; AID 1385, 2008; inhibition, % at 10 µM; hRad51 DNA strand exchange, fluorescence dequenching; DNA repair protein RAD51 homolog 1 (Homo sapiens), Q06609; hit rate 0.085% among 200,000;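 active means inhibition above 40% at the single screening dose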;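 further: 0% = DMSO control wells and 100% = blanks with heterologous ssDNA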
Target sequence (Q06609 whole entry, looked up): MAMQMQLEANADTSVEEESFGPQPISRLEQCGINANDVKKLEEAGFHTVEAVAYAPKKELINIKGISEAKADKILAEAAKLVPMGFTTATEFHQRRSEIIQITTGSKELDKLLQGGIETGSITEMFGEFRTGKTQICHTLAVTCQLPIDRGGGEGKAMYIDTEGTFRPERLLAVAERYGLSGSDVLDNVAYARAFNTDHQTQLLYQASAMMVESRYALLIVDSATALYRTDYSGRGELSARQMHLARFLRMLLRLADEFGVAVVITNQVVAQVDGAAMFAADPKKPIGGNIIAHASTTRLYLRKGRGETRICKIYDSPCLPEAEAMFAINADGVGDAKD
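Test system: preformed human Rad51 ssDNA filaments. Compound dosing: single dose, 10 µM final compound. Incubation: filaments 15 min 37 °C, then compound 30 min. Technique: FRET fluorescence dequenching, excitation 485 nm, emission 520 nm. Read-out basis: percent inhibition from fluorescence, normalised to plate control and blank means. Benchmarks: plate controls and plate blanks.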
Cl transport mod – KCC2 cotransporter modulators, thallium flux, primary screen, cell-based, HEK293 KCC2, FluoZin-2 fluorescence, MLSMR; hit rate 2.2% among 190,000; B-score of Tl+ flux slope (higher = more flux/activation; lower = inhibition) at 10 µM; KCC2 cells, thallium flux FluoZin-2 fluorescence; Solute carrier family 12 member 5 (Homo sapiens), Q9H2X9;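 active means thallium flux slope and its plate-corrected score both differing from the plate sample mean at a set confidence after two filtering rounds, in either direction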;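 further: slope of fluorescence scaled to starting intensity during 10 to 20 s after thallium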
MDM2 E3 inh – MDM2-luciferase reporter signal enhancers, primary screen, MDM2 E3 ligase inhibitor project, cell-based, luminescence, 1536-well; cell-based MDM2 ubiquitination luciferase reporter, 2 h; 0 = plate control, 100 = twice control, blank-subtracted; signal enhancement, % at 5 µM; hit rate 0.11% among 210,000;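 active means signal enhancement of 30% or more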;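 further: luminescence tracks abundance of the self-degrading MDM2-luciferase fusion protein; higher signal means inhibition of MDM2 E3 ligase activity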
Target sequence (Q00987 whole entry, looked up, the tested form may be a part): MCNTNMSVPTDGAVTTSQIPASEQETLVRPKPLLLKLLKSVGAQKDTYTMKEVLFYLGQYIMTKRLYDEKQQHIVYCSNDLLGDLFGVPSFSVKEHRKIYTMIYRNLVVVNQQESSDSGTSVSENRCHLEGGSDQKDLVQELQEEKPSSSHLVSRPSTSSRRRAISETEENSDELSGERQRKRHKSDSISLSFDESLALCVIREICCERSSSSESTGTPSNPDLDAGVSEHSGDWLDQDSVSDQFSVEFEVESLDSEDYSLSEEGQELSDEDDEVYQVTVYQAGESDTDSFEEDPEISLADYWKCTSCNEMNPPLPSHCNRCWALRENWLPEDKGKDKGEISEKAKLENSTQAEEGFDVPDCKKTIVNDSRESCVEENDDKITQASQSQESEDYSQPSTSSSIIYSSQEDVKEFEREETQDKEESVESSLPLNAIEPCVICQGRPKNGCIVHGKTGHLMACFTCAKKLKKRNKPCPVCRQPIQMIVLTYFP
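Buffer or medium: Cells held in DMEM | Assay system: Stable mammalian line carrying autodegrading MDM2–luciferase fusion reporter | Quantity: 2000 cells/well | Times: 4 h settle plus 2 h compound, 37 °C | Doses: One concentration, 5 µM, with 0.2% DMSO | Technique: Luminescence with SteadyLite reagent, 15 min at room temperature | Benchmarks: Plate controls and plate blanks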
EBV gp42 inh – Epstein-Barr virus gp42 inhibitors, primary screen, biochemical, uHTS, fluorescence polarization; Fluorescence polarization binding assay, mP read-out; inhibition, % (tested at 21.74 µM); hit rate 0.42% among 220,000; AID 1085, 2008; in the data active means inhibition above about 50%
Target sequence (Q1HVG2 whole entry, looked up): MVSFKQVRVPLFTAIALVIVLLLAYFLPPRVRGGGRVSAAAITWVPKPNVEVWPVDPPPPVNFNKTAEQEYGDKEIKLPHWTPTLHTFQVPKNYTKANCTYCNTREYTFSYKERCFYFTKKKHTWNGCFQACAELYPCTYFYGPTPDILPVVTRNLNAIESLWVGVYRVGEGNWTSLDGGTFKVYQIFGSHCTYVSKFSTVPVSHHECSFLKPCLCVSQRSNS
eIF4E-4G inh – eIF4E–eIF4G protein interaction inhibitors, primary screen, biochemical, uHTS, TR-FRET, eIF4GI fragment; TR-FRET eIF4E-eIF4GI(517-606) binding, 2 h; inhibition, % at 21.7 µM; hit rate 0.37% among 220,000; AID 782, 2007;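 active means inhibition above about 30%, limit read from the data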;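 further: 0% = full FRET control wells and 100% = background wells lacking eIF4GI fragment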
m-calpain inh – inhibitors of pig calpain II, primary screen, biochemical, fluorogenic peptide substrate, 1536-well; purified calpain II, 30 min; inhibition, % at 16 µM; hit rate 0.37% among 220,000; AID 1236, 2008;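 active means inhibition above about 50%, limit read from the data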
Numbers without * were called inactive; i = inactive; x = no result given; [ ] = another dose, or the depositor's remark.

SMILES	TNF necrop inh	PERK inhibitor	zVAD death inh	Rad51 HR inh	Cl transport mod	MDM2 E3 inh	EBV gp42 inh	eIF4E-4G inh	m-calpain inh
N#Cc1c(-c2ccc(Br)cc2)cc(-c2cccnc2)nc1N	0.1	0.0	0.2	x	-0.445	2.0	-24.6	-4.1	-59.0
Cc1cccc(NC(=S)N2CCCCCC2)c1	0.5	1.8	-0.1	-3.4	0.063	12.8	-13.7	11.9[fluorescence artefact?]	6.2
O=C(NC1CCCCC1)C(c1ccc(Cl)cc1)N1CCC2(CC1)OCCO2 (centres undefined)	-0.7	0.8	0.0	1.3	0.289	x	-6.3	8.9	23.3
O=C(CSc1nc2nc3c(cc2c(=O)n1-c1ccccc1)CCCC3)Nc1ccccc1	4.0	-0.4	-0.1	-4.9	0.591	7.8	-29.7	0.7	27.4
COc1cccc(/C=N/NC(=O)c2ccccc2N(Cc2ccccc2)S(=O)(=O)c2ccccc2)c1OC	-9.5	0.6	-0.4	x	x	-12.7	-4.9	0.3[fluorescence artefact?]	-37.2
COCc1c(C(=O)N/N=C(/C)c2ccccc2)nnn1-c1nonc1N	0.0	0.6	3.2	10.2	-0.402	-11.9	-11.0	-2.1	-8.7
CCCC(O)(CCC)C(=O)NN(C(=O)CCl)c1cccc(C)c1	7.3	1.1	0.0	4.6	-0.69	-11.8	-4.5	-9.0	25.1
COc1ccc(CCNC(=O)/C=C/C(=O)O)cc1OC	1.8	0.1	1.0	-5.3	1.25	-7.6	-9.3	-4.4	1.4
CC(C)(C)c1ccc(-c2noc(CCC(=O)NCc3ccco3)n2)cc1	-0.6	0.4	0.2	x	x	-21.7	-8.4	2.0	35.6
N/C(=N/OC(=O)c1ccccc1Cl)c1nonc1N	0.4	0.1	0.5	18.2	-0.233	-79.5	-21.6	-6.7	5.7
COc1ccc(-c2csc(NC(=O)CSc3n[nH]c(N)n3)n2)cc1	-1.0	0.7	-1.2	13.3	0.405	6.4	-2.5	-0.5	-45.5
Cc1ccc(OC(=S)Nc2ccc(F)cc2)cc1	-5.8	1.0	-0.3	1.7	x	-10.0	0.1	0.7	-2.7
Cc1cc(=O)oc2cc(OC(=O)c3ccco3)ccc12	-1.3	0.5	-1.1	x	0.906	x	8.1	3.5	i
CCC(C)NC(=O)C1CCCCN1S(=O)(=O)c1ccc(F)cc1 (centres undefined)	-1.3	-0.8	0.2	-2.3	x	-16.1	-5.0	x	-24.5
CCC(=O)Nc1nnc(CSCc2ccccc2)s1	1.4	0.3	-0.2	9.6	-1.49	-13.3	-3.6	-11.2	19.9
CN(C)S(=O)(=O)NCCNC(=O)c1cc(OCC(F)(F)F)ccc1OCC(F)(F)F	8.0	0.3	-1.7	-2.8	0.216	-11.8	-8.7	0.1	-88.0
Cc1ccc(Nc2nc(CSc3nnc(-c4ccncc4)n3C)cs2)cc1	1.0	-0.4	2.2	-3.9	-2.82	-20.9	-31.8	-2.9	7.7
COc1ccc(C(=O)COC(=O)CCc2ccccc2)cc1	5.4	2.4	0.3	-7.9	-2.36	x	-12.3	-3.0	8.3
CCOC(=O)c1cc(-c2csc(N/N=C/c3ccccc3Cl)n2)on1	5.1	1.6	1.0	22.9	0.619	-5.7	-1.9	-4.2	-13.1
COc1ccc(N2CCN(C(=O)C3Cc4ccccc4CN3C(=O)c3ccccc3)CC2)cc1 (centres undefined)	0.4	0.1	-0.2	-28.6	-1.44	-7.4	-5.0	0.8	-19.1
Cc1ccc(-c2ccc(SCC(=O)N3CCc4ccccc43)nn2)cc1	1.4	0.7	1.0	-5.3	0.0784	-6.1	-11.9	4.9	2.1
O=C(COC(=O)c1cncc(Br)c1)NCc1ccc(F)cc1	-0.3	-0.1	0.9	-5.3	0.216	3.0	-5.7	2.1	-14.9
COc1ccccc1-c1ccc(SCC(=O)NCCc2ccccc2)nn1	-0.2	0.0	-0.8	9.2	-1.26	-18.2	-14.6	-1.1	18.7
CN1CC(c2ccccc2)C2(SC(=S)N(Cc3ccco3)C2=O)C12C(=O)Nc1ccccc12 (centres undefined)	0.5	-1.9	-0.3	-0.8	-0.565	-10.8	8.2	7.2	-52.1
O=C(Nc1ccc(F)c([N+](=O)[O-])c1)c1ccc2c(c1)C(=O)OC2=O	-2.2	0.7	-0.2	3.5	0.17	-16.4	-5.1	-0.8	-12.1
COc1ccccc1CNC(=O)CSc1ccc(-c2ccncc2)nn1	-1.9	-0.1	-0.5	-2.0	0.0176	-13.1	-0.8	1.6	18.4
CN1CCN(CCc2cn3ncc(C#N)c3nc2-c2ccc(F)cc2)CC1	0.4	-0.5	0.6	x	-0.44	-15.4	1.2	0.0	-162.3
COc1ccccc1N=c1sc2ccccc2n1C	-3.1	0.8	0.1	-0.6	-1.39	-12.9	-6.0	14.3	-42.2
CC(C)NC(=O)c1n[nH]c(=O)c2ccccc12	-0.2	1.1	0.2	-8.4	1.19	3.2	-17.3	4.5	-27.2
COC(=O)Cn1nc(-c2ccccc2)n(-c2ccccc2)c1=S	-2.9	1.1	-0.2	x	0.38	-6.8	1.4	3.0	8.1
COc1ccc(CCN(C)C(=O)C2CCN(Cc3cccc(OC)c3OC)CC2)cc1OC	2.1	0.3	-2.2	1.7	0.0896	2.1	-25.5	6.7	-22.2
O=S(=O)(NCc1ccco1)N1CCCCCC1	-0.2	0.7	0.4	9.6	0.948	0.2	-21.6	-5.2[fluorescence artefact?]	-18.5
Cc1cccc(-n2ncc3c(N4CCC5(CC4)OCCO5)ncnc32)c1	0.6	x	-0.1	-5.2	0.229	-6.0	-17.5	-16.0	-4.8
CC1Sc2ccccc2N(CC(=O)N(C(C)C)C(C)C)C1=O (centres undefined)	-0.2	-1.2	0.2	-0.8	0.145	-22.9	-12.4	-1.5	-15.6
C/C(=N\NC(=O)COc1ccccc1F)c1cc2ccccc2o1	1.3	0.3	6.2	-2.4	1.47	3.0	-9.6	-1.0[fluorescence artefact?]	-4.0
COCc1nnc(NS(=O)(=O)c2ccc([N+](=O)[O-])cc2)s1	0.1	-0.3	2.0	-4.9	0.44	-12.2	-27.1	0.6	-0.1
COc1ccc(Cl)cc1NC(=S)NCc1ccccn1	-2.7	1.2	-0.9	-12.4	0.00435	-15.9	-2.6	1.7	14.3
CCCCCCC1CCC(C(=O)NC(CCSC)C(=O)NC(C(=O)OC)C(C)C)CC1 (centres undefined)	-1.1	-0.5	0.5	4.8	-0.511	-6.5	-26.5	-1.1	8.6
Cc1sc2ncn(CC(=O)Nc3cccc(S(N)(=O)=O)c3)c(=O)c2c1-c1ccccc1	5.1	0.4	0.7	x	-0.297	-0.6	-13.9	0.3	-5.2
COc1cc2c(cc1OC)-c1cc(N3CCc4ccccc43)nc(=O)n1CC2	-0.6	0.2	0.0	-28.4	-0.435	-6.2	-9.6	-1.5	-205.9
COc1cccc(NC(=S)N(Cc2ccc(C(=O)O)cc2)Cc2ccc(OC)c(OC)c2)c1	0.5	0.5	0.0	x	-0.52	-6.0	-3.6	0.4	35.4
CCCCn1nc2cc(C(=O)NCc3ccc(OC)cc3)ccc2c1OCC	-4.2	-0.8	0.0	-0.3	x	-2.0	-18.0	5.8	i
CCNC(=S)N/N=C/c1sc(N2CCCCC2)nc1-c1cccs1	-18.6	-0.4	-1.4	-214.0	2.66	-11.6	1.9	-3.0	-67.3
O=C(O)c1cc(O)ccc1-c1ccc(O)cc1	-1.8	0.2	0.5	4.5	0.0396	-5.9	-7.1	-5.6	2.8
COc1cccc(C(=O)O/N=C(\N)c2ccncc2)c1	-3.0	0.6	0.3	0.4	-0.152	-38.0	-2.7	-0.8	-11.1
COC(=O)c1cc(NC(=O)CC2C(=O)NCCN2C(=O)c2ccccc2)cc(C(=O)OC)c1 (centres undefined)	-1.1	-0.5	0.2	-1.6	0.985	4.8	-2.8	-1.9[fluorescence artefact?]	-4.9
N#Cc1ccccc1NC(=O)CNc1ccc(Cl)c(C(F)(F)F)c1	2.1	0.6	2.6	0.1	-0.228	-12.7	-24.1	0.8	18.9
CN(C)C(=O)COC(=O)c1ccc(S(=O)(=O)NCc2ccco2)cc1	0.3	1.0	1.2	7.1	0.79	5.2	-8.6	4.6	-13.7
COc1ccccc1NCc1nnc(SCC(=O)N/N=C/c2ccco2)n1-c1ccc(Cl)cc1Cl	-3.3	0.4	0.6	2.7	0.0793	-30.3	-0.8	-6.2	14.7
O=C1NCCC/C1=N/Nc1ccc(F)cc1	1.0	0.8	0.9	7.3	0.716	-13.4	-11.7	-3.5	-2.4

Reprinted from the part before: 2 entries, then new ones.
SMILES	TNF necrop inh	PERK inhibitor	zVAD death inh	Rad51 HR inh	Cl transport mod	MDM2 E3 inh	EBV gp42 inh	eIF4E-4G inh	m-calpain inh
COc1ccccc1NCc1nnc(SCC(=O)N/N=C/c2ccco2)n1-c1ccc(Cl)cc1Cl	-3.3	0.4	0.6	2.7	0.0793	-30.3	-0.8	-6.2	14.7
O=C1NCCC/C1=N/Nc1ccc(F)cc1	1.0	0.8	0.9	7.3	0.716	-13.4	-11.7	-3.5	-2.4
O=[N+]([O-])c1ccc(C2=Nn3cnnc3SC2)cc1	5.1	1.1	-0.1	29.1	1.24	-0.2	3.0	62.4*	-7.0
C=CCNC(=O)/C(C#N)=C/c1c(N2CC(C)OC(C)C2)nc2ccccn2c1=O (centres undefined)	1.2	-0.2	0.3	-8.0	-0.336	-5.2	-12.8	-0.3	-131.9
CCN(CC)c1ccc(NC(=S)NC(=O)c2cccs2)cc1	1.4	-0.8	2.5	4.4	21.4*	1.4	2.2	-3.1	35.3
COc1ccc(C(=O)c2ccccc2)cc1	-1.0	1.7	0.2	4.8	0.617	-29.7	8.8	2.8	-12.0

Five compounds out of the list, sorted by SMILES length, falling.
SMILES	TNF necrop inh	PERK inhibitor	zVAD death inh	Rad51 HR inh	Cl transport mod	MDM2 E3 inh	EBV gp42 inh	eIF4E-4G inh	m-calpain inh
O=C(CSc1nc2nc3c(cc2c(=O)n1-c1ccccc1)CCCC3)Nc1ccccc1	4.0	-0.4	-0.1	-4.9	0.591	7.8	-29.7	0.7	27.4
COCc1c(C(=O)N/N=C(/C)c2ccccc2)nnn1-c1nonc1N	0.0	0.6	3.2	10.2	-0.402	-11.9	-11.0	-2.1	-8.7
Cc1ccc(-c2ccc(SCC(=O)N3CCc4ccccc43)nn2)cc1	1.4	0.7	1.0	-5.3	0.0784	-6.1	-11.9	4.9	2.1
COc1ccccc1CNC(=O)CSc1ccc(-c2ccncc2)nn1	-1.9	-0.1	-0.5	-2.0	0.0176	-13.1	-0.8	1.6	18.4
O=S(=O)(NCc1ccco1)N1CCCCCC1	-0.2	0.7	0.4	9.6	0.948	0.2	-21.6	-5.2[fluorescence artefact?]	-18.5
